NLRP3 yeast inh: NALP3 inhibition in yeast. AID 2825. Yeast reconstituted NLRP3/ASC/caspase-1, beta-gal luminescence, 24 h. inhibition, % at 10 µM. hit rate 0.39% among 330,000;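 active means inhibition of 50% or more; inactive means inhibition below 50%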;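 further: plate controls were induced DMSO wells for no effect and uninduced yeast grown without galactose for full effect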
TIM10 inh: growth inhibitors of TIM10 yeast strain | S. cerevisiae TIM10 strain growth, BacTiter-Glo luminescence, 24 h | AID 463195 | hit rate 1.4% among 330,000 | inhibition, % at 10 µM;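 active means inhibition of 40% or more at the single tested concentration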;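 further: wild-type TIM10 isogenic control strain grown at permissive 25 °C; 0% = DMSO yeast wells and 100% = minimal medium wells without yeast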
hIAP inh: blocks human intestinal alkaline phosphatase; purified IAP, CDP-Star luminescence, 30 min; inhibition, % at 10 µM; P09923; hit rate 0.12% among 330,000;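 active means inhibition reaching a set limit with compound at 10 µM in the primary screen, cut at about 35% in these data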;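 further: plate controls were DMSO wells with enzyme for no effect and no-enzyme buffer wells for full effect; values of inactives mirror those of a sister screen read the other way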
Target sequence (P09923 whole entry, looked up): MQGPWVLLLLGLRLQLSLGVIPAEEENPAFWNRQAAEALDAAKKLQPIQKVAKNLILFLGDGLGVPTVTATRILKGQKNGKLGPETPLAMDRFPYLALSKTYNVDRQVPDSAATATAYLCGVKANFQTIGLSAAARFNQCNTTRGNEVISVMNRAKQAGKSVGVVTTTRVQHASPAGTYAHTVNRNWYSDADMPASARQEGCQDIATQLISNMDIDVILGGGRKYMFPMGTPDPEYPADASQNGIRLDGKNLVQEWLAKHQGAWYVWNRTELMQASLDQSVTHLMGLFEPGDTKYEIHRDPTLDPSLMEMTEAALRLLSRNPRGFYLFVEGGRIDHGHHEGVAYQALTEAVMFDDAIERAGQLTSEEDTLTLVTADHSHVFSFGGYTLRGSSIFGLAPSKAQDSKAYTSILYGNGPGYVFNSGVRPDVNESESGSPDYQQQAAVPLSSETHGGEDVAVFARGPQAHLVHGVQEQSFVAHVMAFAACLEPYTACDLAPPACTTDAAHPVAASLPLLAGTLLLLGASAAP
MIN6 prolif: inducers of beta-cell replication in MIN6 cells; proliferation, % at 10 µM; hit rate 0.29% among 330,000; MIN6 cells proliferation, ATPlite luminescence, 48 h; cells starved in 0.2% serum; 100% = growth in 10% serum;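 active means compounds whose signal lies at least 3.5 SD above the mean of all wells on their plate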;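 further: 0% = DMSO-treated cells in low-serum medium and 100% = 10% serum control; some compounds called inactive have numbers as strong as hits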
APOBEC3G inh: APOBEC3G (human) deaminase inhibition. AID 493012. hit rate 0.28% among 330,000. Q9HC16. recombinant A3G, ssDNA deamination FAM/TAMRA fluorescence. inhibition, % at 20 µM;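 active means inhibition of at least 40% at 20 µM, with no more than 30% in the related APOBEC3A deaminase screen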;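 further: plate controls were DMSO wells with A3G for no effect and wells lacking A3G enzyme for full effect; some compounds called inactive have numbers as strong as hits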
Target sequence (Q9HC16 whole entry, looked up): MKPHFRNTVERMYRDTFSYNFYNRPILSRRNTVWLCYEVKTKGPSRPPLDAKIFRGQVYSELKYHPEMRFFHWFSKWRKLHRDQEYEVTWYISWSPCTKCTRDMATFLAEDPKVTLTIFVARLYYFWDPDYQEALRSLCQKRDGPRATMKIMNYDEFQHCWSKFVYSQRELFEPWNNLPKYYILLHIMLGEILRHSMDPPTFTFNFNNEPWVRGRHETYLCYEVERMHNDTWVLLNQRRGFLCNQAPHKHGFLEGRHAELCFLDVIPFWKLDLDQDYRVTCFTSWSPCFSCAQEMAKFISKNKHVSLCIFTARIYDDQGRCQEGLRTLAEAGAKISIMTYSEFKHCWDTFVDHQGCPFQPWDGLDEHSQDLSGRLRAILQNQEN
A3A deaminase: blocks human APOBEC3A ssDNA deamination | inhibition, % at 20 µM | hit rate 0.41% among 330,000 | recombinant A3A, FAM/TAMRA ssDNA deamination fluorescence;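 active means at least 40% inhibition at 20 µM here, with at most 30% in a related deaminase screen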;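 further: plate controls were A3A with DMSO for no effect and wells lacking A3A enzyme for full effect; some results filed as inactive read as strong as hits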
Target sequence (P31941 whole entry, looked up): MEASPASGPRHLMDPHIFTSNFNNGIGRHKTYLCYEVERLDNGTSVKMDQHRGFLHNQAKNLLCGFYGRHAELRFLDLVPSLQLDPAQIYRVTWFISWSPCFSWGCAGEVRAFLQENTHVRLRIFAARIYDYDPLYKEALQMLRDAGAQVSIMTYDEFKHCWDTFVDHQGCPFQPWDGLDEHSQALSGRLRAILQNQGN
mIAP block: blocks mouse intestinal alkaline phosphatase. inhibition, % at 10 µM. AID 2806. hit rate 0.2% among 330,000. purified mouse IAP, CDP-Star luminescence, 30 min;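 active means inhibition of at least 40% at 10 µM in the primary screen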;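 further: plate controls were DMSO with enzyme for no effect and no enzyme wells for full effect; values of inactives mirror those of a sister screen read the other way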
mIAP activ: mouse IAP activation; activation factor at 10 µM; hit rate 0.24% among 330,000; muIAP, CDP-Star luminescence, 30 min; hits give high values; 1 = vehicle-only enzyme signal, 0 = enzyme-free wells;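 active means activation factor of at least 2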; further: the source names both 10 and 20 µM as test concentration; values of inactives mirror those of a sister screen read the other way
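also added = chemiluminescent substrate CDP-Star | test system = mouse IAP enzyme | signal = chemiluminescence readout | compound = DMSO-dissolved test compounds | incubation = 30 min at room temperature | benchmarks = DMSO wells, no-enzyme wells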
tim10-1 inh: inhibits growth of tim10-1 mutant yeast; S. cerevisiae tim10-1 ts strain growth, BacTiter-Glo, 24 h; inhibition, % at 20 µM; hit rate 2.2% among 330,000;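 active means inhibition of at least 40%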;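 further: mutant grown at 25 °C; 0% = DMSO wells with yeast and 100% = wells holding no yeast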
* marks the source's active call; other numbers are inactive results.

SMILES	NLRP3 yeast inh	TIM10 inh	hIAP inh	MIN6 prolif	APOBEC3G inh	A3A deaminase	mIAP block	mIAP activ	tim10-1 inh
CC(C)C(=O)NCCc1nc2ccccc2n1CCOc1ccccc1	8	-7	7	0	-5	-1	-2	1	-5
O=c1c2cc(-c3ccccc3)sc2nc2n1N=C(c1cccs1)CS2	24	-8	19	-3	14	3	13	0.87	21
CC(C)C(NC(=O)OCc1ccccc1)C(=O)O (stereo not drawn)	-2	6	4	-2	1	0	10	0.9	16
COc1ccc(-c2cc(C(=O)NCCN3CCOCC3)c3ccccc3n2)cc1OC	1	8	-5	-4	2	3	-2	1	12
COc1ccc(OCCCC(=O)OC(C)C(=O)Nc2ccc(C)cc2)cc1 (stereo not drawn)	11	-6	-5	-1	-12	-2	0	0.99	-10
N#Cc1ccccc1CSc1nc2ccsc2c(=O)n1Cc1ccccn1	-7	12	1	1	-8	-6	-5	1.1	9
O=C(CSc1nc2scc(-c3ccccc3)c2c(=O)[nH]1)NCCc1ccccc1	4	-4	4	-2	-5	-2	12	0.88	0
c1ccc(N=P(c2nc3ccccc3o2)(N2CCOCC2)N2CCOCC2)cc1	-14	-6	-9	1	-2	-3	-4	1	0
O=c1cc(COc2ccc(Cl)c(Cl)c2)nc2sccn12	26	-10	-14	0	1	1	-20	1.2	5
COc1ccc(NC(=O)CSc2nc3nc(C)cc(C)c3c(=O)[nH]2)cc1OC	4	14	0	-3	-4	2	9	0.91	-2
Oc1c(Br)cc(Cl)cc1C=Nc1ccc(N2CCOCC2)cc1	21	13	-2	-4	-1	-2	8	0.93	27
Cc1ccc(N(C)C(=O)N2CCN(c3ccccn3)CC2)cc1	1	8	-10	3	-1	4	-5	1.1	23
CC1CCN(S(=O)(=O)c2ccc(C(=O)N3CCN(c4ccccc4F)CC3)cc2)CC1	5	11	7	-4	-5	2	2	0.97	-11
COc1cc(NC(=O)CN2C(=O)c3ccccc3C2=O)c(C(=O)O)cc1OC	4	5	-10	-2	-3	0	3	0.97	7
Cc1cc(Cl)ccc1OCCCC(=O)NCCCn1ccnc1	10	-1	3	2	-10	3	-4	1	1
Cc1ccc(CN(Cc2ccccn2)C(=O)Nc2c(F)cccc2F)cc1	17	21	-10	4	-6	1	1	0.99	25
Cc1c(NC(=O)c2cc(CC(C)C)on2)c(=O)n(-c2ccccc2)n1C	14	-3	-2	-1	-8	0	0	1	4
Cc1ccc(C)c(OCc2nnc(SCC(=O)NC(=O)NCc3ccco3)o2)c1	1	19	5	-2	-4	0	-2	1	17
O=C(c1ccccc1F)N1CCN(Cc2nc3sc4c(c3c(=O)[nH]2)CCCC4)CC1	7	-5	1	-3	-8	-2	2	0.98	8
CCOC(=O)c1c(C)[nH]c(C)c1C(=O)COC(=O)c1c(OC)cccc1OC	4	9	1	2	-2	-1	4	0.95	9
CCN(CC)S(=O)(=O)c1ccc(C)c(NC(=O)c2cc(C)oc2C)c1	-5	8	2	-3	-8	-1	2	0.98	28
CCc1ccc(NC(=O)C(=O)N/N=C(\C)CC(=O)NCc2ccc(Cl)cc2)cc1	-6	12	-2	-2	-8	-4	12	0.89	-10
CC(C)(C)NC(=O)COC(=O)CNC(=O)c1cc(Cl)cc([N+](=O)[O-])c1	0	-11	-2	-1	-2	-1	0	1	7
O=C(NC1=NCCS1)c1ccncc1	18	-4	-5	-2	-5	-1	5	0.95	-14
O=C(Nc1nccs1)c1ccc(F)c(S(=O)(=O)N2CCOCC2)c1	4	3	8	-3	-7	-3	1	0.99	-1
Cc1nn(CC(=O)NCc2cccc3ccccc23)c(=O)c2ccccc12	6	-12	4	1	4	-2	12	0.88	10
COc1cccc(N2CCN(c3nc(C)cc(C)c3C#N)CC2)c1	21	-2	-8	-2	-3	-6	-2	1	12
O=C(NC(=S)N1CCN(c2ccc([N+](=O)[O-])cc2)CC1)c1ccccc1	-16	0	18	1	-4	-2	10	0.9	-7
COc1ccc(-c2cc3ccc(OC(C)C(=O)O)cc3oc2=O)cc1 (stereo not drawn)	4	-2	-16	1	-3	-1	-2	1	-12
Cc1cc(C(=O)N/N=C/C=C/c2ccccc2)c(C)o1	5	1	3	1	-5	-1	4	0.95	-20
CCn1cc(CCC(=O)O)c(C)n1	5	-1	-7	-3	-5	-1	8	0.92	-3
CCc1cccc(OCCCN2C(=O)NC(C)(C)C2=O)c1	10	8	-34	-3	-3	-1	-8	1.1	13
O=C(NCCCn1ccnc1)c1ccccc1Br	20	13	13	-3	-6	-1	7	0.93	9
CCCC(=O)Nc1sc(-c2ccccc2)c(-c2ccccc2)c1C(=O)O	-24	19	-8	-3	-4	-4	-10	1.1	14
CCc1nnc(NC(=O)Cc2ccc(S(=O)(=O)N3CCCCC3)cc2)s1	-8	-7	7	-3	-6	-4	4	0.96	-1
COc1ccc(C(=O)CC(Nc2ccc([N+](=O)[O-])cc2)c2ccc(Cl)cc2)cc1 (stereo not drawn)	11	21	6	-6	-4	1	16	0.84	26
O=C(CN1CCCCCC1)Nc1ccccc1	9	-20	4	1	-4	-3	-10	1.1	-15
O=C1NCCCC1C(=O)NCCNC(=O)C(F)(F)F (stereo not drawn)	3	0	9	-3	0	0	-1	1	-6
O=C(c1cccs1)n1nc(-c2ccc(Cl)cc2)nc1NCc1ccco1	18	22	-3	2	-9	1	11	0.89	14
Cc1cccc2cc3c(NC(=O)C(C)(C)C)nn(CC(C)C)c3nc12	6	28	-43	-2	-3	2	-71	1.7	31
CCN(c1ccccc1)S(=O)(=O)c1cc(C(=O)Nc2ccccc2Cl)ccc1F	7	-35	2	-5	-1	-1	10	0.9	5
NNC1=N[C@H]2CS(=O)(=O)C[C@H]2S1	0	1	4	-3	-4	-3	-6	1.1	10
COc1ccc(N2C(=O)c3cccc4c(N(C)CCO)ccc(c34)C2=O)cc1	17	-9	2	2	-15	-12	5	0.95	5
CCCOc1ccc(C(=O)NC(=S)Nc2nc3ccccc3s2)cc1	10	-6	-7	1	-1	-1	12	0.88	5
CCCCc1cc(=O)oc2cc(OCc3nn[nH]n3)ccc12	14	2	3	-1	-1	3	-1	1	-4
O=C1CN(S(=O)(=O)c2cc(C(=O)O)ccc2Cl)c2ccccc2N1	17	9	6	0	-3	2	7	0.93	8
OCCC1CN(C/C=C/c2ccco2)CCN1Cc1ccccc1 (stereo not drawn)	2	-3	-16	0	1	9	11	0.89	-1
O=C(CSc1ccc(-c2ccc3c(c2)OCO3)nn1)Nc1nccs1	-4	7	-13	-1	-8	2	-8	1.1	5

Among those listed so far, these have a nitro group on carbon:
SMILES	NLRP3 yeast inh	TIM10 inh	hIAP inh	MIN6 prolif	APOBEC3G inh	A3A deaminase	mIAP block	mIAP activ	tim10-1 inh
CC(C)(C)NC(=O)COC(=O)CNC(=O)c1cc(Cl)cc([N+](=O)[O-])c1	0	-11	-2	-1	-2	-1	0	1	7
O=C(NC(=S)N1CCN(c2ccc([N+](=O)[O-])cc2)CC1)c1ccccc1	-16	0	18	1	-4	-2	10	0.9	-7
COc1ccc(C(=O)CC(Nc2ccc([N+](=O)[O-])cc2)c2ccc(Cl)cc2)cc1 (stereo not drawn)	11	21	6	-6	-4	1	16	0.84	26

The results go on.
SMILES	NLRP3 yeast inh	TIM10 inh	hIAP inh	MIN6 prolif	APOBEC3G inh	A3A deaminase	mIAP block	mIAP activ	tim10-1 inh
Cn1c(=O)c2c(nc(N3CCCCCC3)n2CC(=O)c2ccc(Br)cc2)n(C)c1=O	1	2	5	-1	3	2	2	0.98	20
O=C(COc1ccccc1)Nc1c2c(nn1-c1ccc(F)cc1)CS(=O)(=O)C2	10	-6	8	2	-3	-1	3	0.97	-11
COc1ccccc1OCC(=O)N/N=C1/C=C(C)CC1	28	4	-15	3	-1	6	5	0.95	-4
CCN(CC)C(=O)COc1ccc(N(C)S(=O)(=O)c2ccc(NC(C)=O)cc2)cc1	-7	-3	-1	-2	-3	0	3	0.97	-4
Cc1ccc[n+](-c2[nH]c(=O)sc2/C=N/N=C(\[O-])CCn2c3ccccc3c3ccccc32)c1	6	-2	-10	0	-11	-3	2	0.98	7
CCOc1cc(-n2cnnn2)c(OCC)cc1NC(=O)c1cnccn1	-4	-6	-4	-4	-6	-5	0	1	-5
C/C(=C\C(=O)c1cccnc1)Nc1ccc(C)c(C)c1	11	-3	-8	-2	-9	-7	14	0.86	-5
Cc1ccc(OCc2csc(N)n2)cc1	8	-11	-12	-3	1	5	8	0.92	12
N#CCSc1nc2c(cc1C#N)CCCCCC2	26	-23	0	-2	-7	2	-14	1.1	28
CC1(C)SC(=S)N(/N=C/c2cccnc2)C1N(O)C(=O)Nc1ccccc1 (stereo not drawn)	19	6	14	-1	-7	-1	2	0.98	-3
COCCn1c(SCC(=O)Nc2sc(C)c(C)c2C#N)nnc1C(C)C	3	-1	2	0	-1	0	4	0.96	14
CN(C)CCCN(C(=O)c1ccco1)c1nc(-c2ccc(Cl)cc2)cs1	37	14	-8	-5	1	-1	1	0.99	36
CC1(C)C(=O)C2(CCCCC2)C(=O)OC1C(=O)c1ccccc1 (stereo not drawn)	8	20	-2	-1	-3	-2	0	0.99	21
Cc1ccc(NC(=O)c2ccccc2-c2ccccc2C(=O)O)cc1	3	9	7	-4	1	2	-4	1	8
O=C(CCCc1ccccc1)Nc1ccc2c(c1)OCCO2	17	0	-5	4	-5	-3	-6	1.1	5
COc1ccc(NC(=O)CN(C)C(=O)c2cc(-c3ccccc3)nc3ccccc23)cc1	-3	5	-8	1	-8	-1	-1	1	8
Cn1ncc([N+](=O)[O-])c1C(=O)Nc1ccc(-c2ccccc2)cc1	35	11	14	-2	-2	-2	0	1	3
O=C(OCc1nnc(-c2ccccc2)o1)c1ccc(S(=O)(=O)NCc2ccco2)cc1	27	11	-12	-2	0	10	-4	1	29
O=C(NNC(=O)c1cc(S(=O)(=O)N2CCOCC2)c(Cl)cc1Cl)c1ccccc1F	-4	4	-28	-6	-3	2	6	0.94	17
Cc1cc(C)c(C(=O)/C=C/c2ccc3c(c2)OCO3)c(=O)[nH]1	3	12	-6	0	-5	1	3	0.97	11
COc1ccc(N(C(=O)CNC(=O)c2cccs2)C(C(=O)NCC2CCCO2)c2ccccc2)cc1 (stereo not drawn)	-1	-2	-10	-1	-3	0	3	0.97	11
COC(=O)CCC(=O)N1CN2CN(C(=O)CCC(=O)OC)CC([N+](=O)[O-])(C2)C1	-3	-19	0	-3	-5	4	8	0.92	-4
O=c1c2cccc3c2c(nn1CN1CCOCC1)-c1ccccc1-3	-2	41*	-2	4	-2	-3	-3	1	53*
CC(C)CCOc1ccc(C2(C)NC(=O)NC2=O)cc1 (stereo not drawn)	16	2	-12	-4	-6	2	-1	1	7
COc1ccccc1C(=O)Nc1ccc(S(=O)(=O)N2CCN(C)CC2)cc1	11	-5	-3	-1	-6	-1	-7	1.1	-6
Cc1ccc(S(=O)(=O)N2CCN(C(=O)c3ccco3)CC2)cc1	24	-9	-16	1	-9	-1	10	0.9	2
O=C(Nc1cc2c3c(c1)CC(=O)N3CCC2)C1CCCCC1	9	6	4	6	-1	5	-3	1	7
COc1ccc(CCNC(=O)CNCC2CCCCC2)cc1OC	33	-14	19	-1	13	1	-3	1	13
CCCS(=O)(=O)c1cscc1NC(=O)c1c(-c2c(F)cccc2Cl)noc1C	10	27	-16	-2	-4	-1	2	0.98	20
O=C(NC1CCCC1)C(c1cccnc1)N(C(=O)c1csnn1)c1ccccc1 (stereo not drawn)	4	12	0	1	-2	-1	0	1	-8
CCC[C@@H]1CCCO[C@@](C(=O)NCc2ccc(S(C)(=O)=O)cc2)(C(F)(F)F)C1	23	5	-5	2	-11	1	-6	1.1	6

High-throughput results: PubChem BioAssay, Sanford-Burnham Center for Chemical Genomics
